# Source: PubChem BioAssay
# RTF Ca sens inh – cardiac RTF calcium sensitivity inhibitors, primary screen, biochemical, IANBD-TnC fluorescence, EC70 calcium | Troponin I, cardiac muscle (Homo sapiens) + Troponin T, cardiac muscle (Homo sapiens) + … | IANBD-labeled cardiac RTF, Ca2+ fluorescence | inhibition, % at 7.15 µM | 0.12% of 340,000 active | AID 493244, 2011;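 active = inhibition above the mean inhibition of all tested compounds plus 3 SD, cut at about 17% in these data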;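 note: assay run at fixed EC70 calcium of 1.6 mM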
# cardiac RTF act – cardiac RTF calcium sensitivity activators, primary screen, biochemical, IANBD-TnC fluorescence, EC20 calcium; AID 493008, 2010; 0.24% of 340,000 active; activation, % at 7.2 µM; IANBD-labeled TnC RTF fluorescence at EC20 calcium; 0% EC20 calcium, 100% full calcium;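 active = activation above the mean over all tested compounds plus 3 SD, cut at about 30% in these data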;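 note: rise in fluorescence read as greater calcium sensitivity of cardiac thin filaments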
# Keap1 Nrf2 FP – Keap1-Nrf2 protein-protein interaction inhibitors, primary screen, biochemical, fluorescence polarization, single point | Kelch-like ECH-associated protein 1 (Homo sapiens), Q14145 | inhibition, % at 9.4 µM | AID 504523, 2011 | Keap1 Kelch-Nrf2 peptide fluorescence polarization, 1536-well | 0.15% of 340,000 active; in the data active = inhibition above about 12%;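 note: human Keap1 Kelch domain with fluorescein labeled Nrf2 9mer peptide probe; 0% = neutral control wells and 100% = peptide positive control; higher means more block of Keap1 binding to Nrf2 peptide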
# CAL PDZ FP – untagged CAL PDZ binding inhibitors, primary screen, biochemical, fluorescence polarization, HTS; purified CAL PDZ, TMR-peptide fluorescence polarization, 1 h; inhibition, % at 24.9 µM; 0.92% of 300,000 active;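 active = mean inhibition of at least 30% with at least half of replicates also reaching 30%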;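 note: 0% = DMSO neutral control and 100% = excess unlabeled competitor peptide PRC23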
# HTR5A ag – HTR5A agonists in luminescence cell assay, primary screen, counter-screen for OPRM1-OPRD1 heterodimer agonist project, full-deck HTS; cell-based; activation, % at 9.3 µM; 0.61% of 340,000 active; AID 504692, 2011; in the data active = activation mostly above about 9.5%, no sharp cut-off; inactive = mostly below about 7.6%;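 note: 0% = cells with vehicle only and 100% = reference agonist; strong numbers were not always called active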
# OPRM1-OPRD1 inv – inverse agonists of MOR-DOR heterodimerization, primary screen, cell-based, luminescence | Mu-type opioid receptor (Homo sapiens) + Delta-type opioid receptor (Homo sapiens), … | cell-based MOR-DOR heterodimer luminescence, inverse agonism | inhibition, % at 9.3 µM | 0.21% of 340,000 active; in the data active = inhibition above about 22%, passing the limit was not always enough;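 note: 0% = cells with DMSO and 100% = wells without cells with DMSO; values of inactives mirror those of a sister screen read the other way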
# Target sequence (P35372 whole entry, looked up): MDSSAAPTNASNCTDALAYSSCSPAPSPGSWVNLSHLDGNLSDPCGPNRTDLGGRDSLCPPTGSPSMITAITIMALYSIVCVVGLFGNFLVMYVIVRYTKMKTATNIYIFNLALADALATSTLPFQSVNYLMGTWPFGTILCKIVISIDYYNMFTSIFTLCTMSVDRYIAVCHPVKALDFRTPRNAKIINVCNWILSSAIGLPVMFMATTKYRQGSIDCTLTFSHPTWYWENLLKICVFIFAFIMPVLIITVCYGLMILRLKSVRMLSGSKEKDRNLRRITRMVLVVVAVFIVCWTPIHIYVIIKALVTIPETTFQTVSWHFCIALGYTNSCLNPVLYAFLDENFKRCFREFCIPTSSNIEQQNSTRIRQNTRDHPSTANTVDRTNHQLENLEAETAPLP
# Target sequence (P41143 whole entry, looked up): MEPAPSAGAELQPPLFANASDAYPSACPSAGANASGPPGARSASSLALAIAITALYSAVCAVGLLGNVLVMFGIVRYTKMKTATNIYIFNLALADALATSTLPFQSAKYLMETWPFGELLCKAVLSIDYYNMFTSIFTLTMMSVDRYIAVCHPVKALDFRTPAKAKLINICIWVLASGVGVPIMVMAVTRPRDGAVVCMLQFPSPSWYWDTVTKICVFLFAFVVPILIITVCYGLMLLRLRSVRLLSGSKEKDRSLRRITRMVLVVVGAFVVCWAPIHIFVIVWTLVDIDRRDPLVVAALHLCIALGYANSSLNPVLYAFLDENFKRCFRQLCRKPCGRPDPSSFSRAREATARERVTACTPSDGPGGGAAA
# V-ATPase pHluor – regulators of yeast V-ATPase proton pumping, primary screen, pHLuorin cytosolic pH fluorescence | S. cerevisiae | response, % at 10 µM | 0.37% of 350,000 active; in the data active = response mostly above about 7.3%, no sharp cut-off; inactive = mostly below about 5.4%; note: actives read high; inactives centre near 0; some compounds called inactive have numbers as strong as hits; reference of the scale not given here
# MOR-DOR ag – agonists of OPRM1-OPRD1 heterodimerization, primary screen, cell-based, luminescence; activation, % at 9.3 µM; AID 504326, 2011; cells; Mu-type opioid receptor (Homo sapiens) + Delta-type opioid receptor (Homo sapiens), …; 0.3% of 340,000 active; in the data active = activation above about 18%;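 note: 0% = vehicle-treated cells and 100% = reference agonist; values of inactives mirror those of a sister screen read the other way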
# HTR5A inv ctr – HTR5A inverse agonists in luminescence cell assay, primary screen, counter-screen for OPRM1-OPRD1 heterodimer inverse agonist project, full-deck HTS | inhibition, % at 9.3 µM | 0.083% of 340,000 active | HTR5A cell line, inverse agonism | 5-hydroxytryptamine receptor 5A (Homo sapiens), P47898; in the data active = inhibition mostly above about 23%, no sharp cut-off; inactive = mostly below about 18%;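 note: 0% = cells with DMSO and 100% = no-cell wells with DMSO; some compounds called inactive have numbers as strong as hits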
# C-LANA FP – inhibitors of KSHV C-LANA binding to DNA, primary screen, biochemical, fluorescence polarization, FAM-LBS DNA, MBP-C-LANA, single point. Kaposi's sarcoma herpesvirus LANA C-terminal domain (residues 932-1162) DNA binding. inhibition, % at 9 µM. 0.078% of 340,000 active;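 active = highest replicate inhibition at or above 60% at 9 µM, even if other replicates fall short; inactive = all replicates below 60% inhibition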;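 note: 0% = neutral control wells and 100% = 4 µM acridine orange control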
# Numbers without * were called inactive; nt = no result given. Outcome played no part in choosing rows; 2.8% or so of the library scored in one or more.
SMILES,RTF Ca sens inh,cardiac RTF act,Keap1 Nrf2 FP,CAL PDZ FP,HTR5A ag,OPRM1-OPRD1 inv,V-ATPase pHluor,MOR-DOR ag,HTR5A inv ctr,C-LANA FP
COc1ccc(S(=O)(=O)Cc2ccc(C(=O)NCCc3ccc(S(N)(=O)=O)cc3)o2)cc1,-4.5,4.6,-3.8,-1.0,-4.4,3.1,-1.4,-0.6,11.5,0.2
NC(=O)c1oc2ccccc2c1NC(=O)Cc1ccccc1,0.8,-7.0,1.3,0.7,5.7,8.2,-2.1,-1.8,-21.1,0.1
COc1ccccc1N1CCN(CCC(=O)Nc2ccc3c(c2)OCO3)CC1,-3.6,-3.6,-3.4,0.1,-0.8,9.7,-1.7,-1.6,-3.2,-0.6
CC1CC1C(=O)Nc1cc(S(=O)(=O)N2CCOCC2)ccc1N1CCCC1 (stereo not drawn),-1.2,0.3,1.6,nt,-3.9,4.8,-3.8,-0.9,-27.4,-1.3
O=C(O)CCN1CCc2ccccc2C1c1ccncc1 (stereo not drawn),-6.5,1.9,-2.2,-5.9,3.7,6.3,-6.9,-1.2,10.3,-0.3
O=C(CNC(=S)N(CCCN1CCOCC1)Cc1cccs1)NCc1ccccc1,2.7,0.0,1.5,-3.2,-0.7,11.9,0.9,-2.3,10.9,0.4
CC1Oc2ccccc2N(CC(=O)NC2CC2)C1=O (stereo not drawn),-9.9,0.1,-0.6,nt,1.4,-1.7,-6.7,0.2,-3.6,-5.2
CC(=O)NN1C(=O)/C(=C2/Sc3ccccc3N2C)SC1=S,-8.5,0.9,4.1,-4.0,1.8,15.7,1.4,-2.7,-7.0,0.1
Cc1ccc(Cl)cc1NC(=O)c1ocnc1C,2.8,-0.8,-2.8,-0.4,-2.4,14.5,6.8,-2.6,-0.1,2.0
COC(=O)C(=C/C(C)=C/c1cccnc1)C(=O)OC,-9.8,-1.5,-6.1,-1.4,-1.8,2.9,0.5,-0.6,8.9,-0.5
CCOc1ccc2nc(SCc3ccc(OC)cc3)sc2c1,-1.8,6.5,-6.1,0.3,-2.4,-8.3,-3.9,1.5,8.2,-1.1
O=C(NCC1CCCO1)c1ccc2c(c1)N(Cc1ccccc1)CCS2 (stereo not drawn),1.6,3.4,3.3,nt,-0.4,9.4,1.5,-1.8,-6.5,-1.2
COc1ccccc1Nc1nc2c(s1)CCC2,-6.3,-3.2,-1.8,-0.3,-0.4,7.4,2.6,-1.8,20.1,-2.1
NC(=O)c1c(NC(=O)c2ccccc2)sc2c1CCN(Cc1ccccc1)C2,-33.8,49.3*,-17.1,-1.8,8.2,-10.7,-0.9,1.8,-9.8,3.7
O=C(O)CCCC(=O)Nc1nncs1,1.7,0.7,1.4,nt,-3.1,13.0,4.2,-2.6,-29.4,-0.3

# Single records, from the list above.
# Shown for CC1CC1C(=O)Nc1cc(S(=O)(=O)N2CCOCC2)ccc1N1CCCC1 (stereo not drawn) → RTF Ca sens inh = -1.2; cardiac RTF act = 0.3; Keap1 Nrf2 FP = 1.6; CAL PDZ FP = nt; HTR5A ag = -3.9; OPRM1-OPRD1 inv = 4.8; V-ATPase pHluor = -3.8; MOR-DOR ag = -0.9; HTR5A inv ctr = -27.4; C-LANA FP = -1.3
# Shown for CC(=O)NN1C(=O)/C(=C2/Sc3ccccc3N2C)SC1=S → RTF Ca sens inh = -8.5; cardiac RTF act = 0.9; Keap1 Nrf2 FP = 4.1; CAL PDZ FP = -4.0; HTR5A ag = 1.8; OPRM1-OPRD1 inv = 15.7; V-ATPase pHluor = 1.4; MOR-DOR ag = -2.7; HTR5A inv ctr = -7.0; C-LANA FP = 0.1

# (next part)
SMILES,RTF Ca sens inh,cardiac RTF act,Keap1 Nrf2 FP,CAL PDZ FP,HTR5A ag,OPRM1-OPRD1 inv,V-ATPase pHluor,MOR-DOR ag,HTR5A inv ctr,C-LANA FP
O=C1c2ccccc2CCc2ccccc21,2.0,-5.6,0.8,nt,2.5,13.2,2.3,-2.5,-9.0,0.6
Cc1ccc(OCC(=O)NNC(=O)C2CCN(c3ncccn3)CC2)cc1,-3.6,0.2,-1.8,-3.2,-1.7,8.2,-1.1,-1.5,4.3,-1.1
CC(=O)Nc1ccc(NC(=O)CCN2C(=O)c3ccccc3C2=O)cc1,-9.0,0.9,-3.2,0.7,-1.9,6.4,-0.9,-1.3,7.1,-1.4
CCOC(=O)NCCc1ccc(OC)cc1,5.2,0.3,-0.2,1.0,-2.2,2.8,2.4,-0.5,7.8,-0.1
Cc1ccc(S(=O)(=O)N2CCOCC2)cc1C(=O)c1nccn1C,0.0,0.6,-1.3,-6.5,-3.6,11.8,0.3,-2.2,-13.6,-1.3
C=CCOc1cccc(CNCc2cccnc2)c1,3.6,-8.0,-3.2,8.4,-0.8,12.4,-0.5,-2.7,2.8,nt
COc1ccc(-c2cc(C(F)F)n3ncc(C(=O)NCCCN4CCCC4=O)c3n2)cc1,-2.0,-0.5,-1.6,-3.7,-2.4,6.3,7.4,-1.1,7.1,-1.2
CCCCNC(=S)Nc1ccc(Cl)cc1,7.8,-6.2,-0.1,0.8,1.4,-6.5,0.2,1.2,-7.3,1.5
CN(C)c1nc(Nc2ccccc2)nc(N(C)C)n1,-20.7,-2.9,2.6,2.1,0.6,9.2,0.4,-1.6,0.4,0.8
CCCn1c(=N)n(CC(=O)c2cccs2)c2ccccc21,1.6,2.0,2.4,-5.1,-3.5,7.5,-2.8,-1.3,-30.1,-0.9
CN(C)C(CNC(=O)c1ccc2c(c1)S(=O)(=O)c1ccccc1C2=O)c1ccco1 (stereo not drawn),-1.4,1.8,-6.5,1.5,-0.1,-26.0,-1.8,5.1,0.4,1.5
OCCN1CCN(c2cc(-c3ccccc3)c3ccccc3n2)CC1,-0.8,4.0,-4.1,-4.5,-2.5,1.9,1.7,-0.4,18.8,-2.5
Cc1nnc(SCC(=O)c2ccc(Cl)cc2)s1,-3.6,2.6,-5.5,0.9,-2.3,-4.4,-2.1,0.8,6.5,0.7
COc1ccc(Br)cc1CNC(=O)C1CCN(S(=O)(=O)N2CCCC2)CC1,-1.2,0.7,-3.5,1.1,-1.7,5.6,-2.6,-0.9,16.0,0.9
NNC(=O)COc1ccc(-c2nccc(-c3ccc(F)cc3)n2)cc1,-3.5,-2.6,-6.5,-2.4,-1.6,4.8,-0.9,-1.0,6.0,1.9
Cc1ccccc1OCc1nnc(SC(C)C(=O)O)n1Cc1ccccc1 (stereo not drawn),-1.1,2.6,-5.5,-3.5,0.0,12.7,-0.8,-2.5,0.1,2.6
O=C(COc1ccccc1[N+](=O)[O-])N(Cc1ccccc1)c1ccccn1,-12.7,0.0,-3.4,13.7,2.2,1.9,-1.7,-0.3,-6.4,0.0
Cn1c(C(O)c2ccccc2)nc(Cl)c1Cl (stereo not drawn),-15.1,-3.1,-2.1,-2.0,0.6,9.7,2.2,-1.8,8.8,-2.9
COCCCNC(=O)C[C@H]1C[C@H](C(=O)N(C(C)C)C(C)C)[C@@]2(C)c3[nH]c4cc(CCC(=O)N(C)C)ccc4c3CCN2C1=O,-6.5,-5.9,2.6,-4.9,-2.7,8.0,0.0,-1.6,9.3,-0.4
CCOC(=O)c1ccccc1NCN1C(=O)CSC1=O,-3.5,4.0,-0.8,-1.7,-1.2,3.9,4.0,-0.7,4.0,-0.7
CCn1c(C)nc2cc(C(=O)N3N=C(CCOC)CC3(O)C(F)(F)F)ccc21 (stereo not drawn),-12.3,0.5,-2.3,4.1,-0.9,13.1,0.4,-2.5,2.9,-5.7
COc1cc(CNC(C)(C)CO)ccc1OCC(=O)Nc1ccc(Br)cc1,-3.0,0.8,1.1,-2.7,3.6,6.4,1.5,-1.2,0.6,-0.4
O=C(O)CSc1nnc(C2CC2)n1-c1ccccc1,12.4,-2.0,-0.9,nt,-0.4,14.8,-3.0,-2.4,17.6,2.6
CCCC1=Nc2cc(C(=O)NCCN3CCOCC3)ccc2Sc2ccc(C)cc21,1.0,10.3,1.4,nt,8.7,-3.0,-1.0,0.6,0.5,-1.1
COc1cc(SC)ccc1C(=O)OC1CCOC1=O (stereo not drawn),-6.7,4.4,-0.7,-0.4,-1.4,2.8,-1.6,-0.5,-32.0,-0.9
Nc1cc(N)nc(SCC(=O)N2CCCCC2)n1,-10.4,8.4,-1.1,8.5,1.2,-30.1,-5.7,5.2,-24.0,nt
O=Cc1c[nH]c2ccc(C(=O)c3ccccc3)cc12,-1.1,4.9,-3.9,-6.5,0.6,-4.0,-2.8,0.8,-2.1,0.9
CCC(=O)Nc1cccc(C2=NOC3(C2)C[C@@H](C(N)=O)N(C(=O)c2cc([N+](=O)[O-])cc([N+](=O)[O-])c2C)C3)c1 (stereo partly drawn),-1.2,-2.5,-2.6,-2.0,1.3,-19.1,4.1,3.5,5.0,1.2
CC(CC(=O)NCCc1ccc(Cl)cc1)S(=O)(=O)c1ccc2c(c1)NC(=O)CO2 (stereo not drawn),-4.2,0.9,3.2,-4.7,5.0,13.5,-2.9,-2.6,11.7,-0.8
NC(=O)c1ccc(-n2nnnc2SCC(=O)Nc2ccccc2)cc1,-13.4,3.8,-6.7,-5.8,-0.7,7.8,-1.6,-1.6,2.6,-1.0
CC1CCCC(NC(=O)COC(=O)/C=C/c2ccc(S(=O)(=O)N3CCOCC3)cc2)C1C (stereo not drawn),-12.7,3.4,3.4,-4.9,5.5,12.5,-0.1,-2.4,-20.7,-0.7
Cc1ccc(N=C2CCCN2Cc2ccccc2)c(C#N)c1,4.8,0.6,0.5,-1.5,0.4,6.2,1.0,-1.1,0.6,-0.3
O=C(COC(=O)c1ccc(Cl)nc1)Nc1ccc(N2CCCCC2)cc1,-6.2,-3.6,-4.6,41.2*,-0.1,6.5,0.3,-1.3,0.3,0.7
CCC(CC)n1c(C)cc(=O)n1C(CC)CC,-14.6,-1.8,0.3,-6.1,-0.1,5.3,-1.3,-1.2,0.3,-0.2
Cc1cc(C(=O)OCC(=O)N2CCC(C)CC2)c2ccccc2n1,1.8,2.3,-5.4,-5.5,2.3,12.1,-2.3,-3.0,7.0,-1.4
Fc1ccc(Oc2cnc3ccccc3n2)cc1,-6.0,1.1,-2.1,-5.3,-2.2,-0.4,-0.6,0.1,5.3,-1.0
CC(C(=O)N1CCCc2ccccc21)N1C(=O)c2ccccc2C1=O (stereo not drawn),-9.1,2.8,-3.1,0.6,-4.5,13.2,1.0,-3.2,10.7,0.6
CCOC(=O)c1ccc(NC(=O)CNC(=O)c2ccccc2)cc1,-2.1,-3.0,3.7,nt,-2.3,1.3,1.0,-0.3,-0.7,-0.1
